ERp5 block: blocks human ERp5 reductase activity on insulin; 0.05% of 350,000 active; Q15084; AID 651711; inhibition, % at 9.99 µM; ERp5 insulin aggregation, absorbance 650 nm, 90 min;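 active means mean replicate inhibition above about 25%, with every replicate also reaching it, limit read from the data, passing the limit was not always enough; inconclusive means only one of those two criteria met; inactive means neither criterion met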
C2C12 statin: protects C2C12 myotubes from simvastatin toxicity | ATP luminescence, 48 h; scaled: DMSO 0, geranylgeraniol control 100 | rescue of ATP level, % at 7.49 µM | 0.78% of 330,000 active;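 active means mean ATP rescue above about 67%, or every replicate alone reaching that limit, limit read from the data, passing the limit was not always enough; inconclusive means no clear call, values can overlap the other calls; inactive means mean under the limit and some replicate under it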;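 further: myotubes were challenged with 10 µM simvastatin during compound exposure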
PglD DTNB: inhibitors of Campylobacter jejuni PglD acetyltransferase. inhibition, % at 12.5 µM. 0.098% of 360,000 active. AID 602405. purified PglD enzyme, DTNB colorimetric CoA detection; in the data active means inhibition above about 16%, passing the limit was not always enough; inconclusive means no clear call, values can overlap the other calls; further: strong numbers were not always called active
S100A4 MyoIIA: inhibitors of human S100A4 binding to myosin IIA peptide; inhibition, % at 10.7 µM; AID 652163; P26447; S100A4/TAMRA-MyoIIA peptide fluorescence polarization; 0.14% of 360,000 active;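 active means mean inhibition of at least 70% across replicates, with every replicate also reaching that level; inconclusive means mean inhibition reaches 70% but some replicates fall short; inactive means mean inhibition below 70%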
Target sequence (P26447 whole entry, looked up): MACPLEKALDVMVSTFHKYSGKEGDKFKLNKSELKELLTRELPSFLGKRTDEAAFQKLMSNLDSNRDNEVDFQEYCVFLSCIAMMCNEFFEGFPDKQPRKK
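Test system: S100A4 monomer protein; Medium: HEPES pH 7.2 with CaCl2, KCl, NaCl, DTT, Triton; Probe or stimulus: TAMRA-labelled myosin IIA heavy-chain peptide probe, 5 nM; Doses: one dose per compound; Times: polarization read 5 min after assay mix addition, stable 5–60 min; Benchmarks: neutral control DMSO, positive control TFP.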
DENV2 CPE: DENV2-induced cell death inhibition | CPE inhibition, % at 9.99 µM | AID 651640 | 1.7% of 350,000 active | DENV2-infected cells, cytopathic effect rescue, plate reader; in the data active means CPE inhibition above about 20%, passing the limit was not always enough; inconclusive means no clear call, values can overlap the other calls; tested in BHK-21 cells;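 further: 0% = median of neutral control wells and 100% = median of positive control wells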
E-sel inducer: induces E-selectin expression in human endothelial cells. HUVEC E-selectin immunofluorescence imaging; normalized: neutral wells 0, TNF-alpha wells 100. activation, % at 7.58 µM. 0.37% of 260,000 active;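 active means mean E-selectin-positive cell signal at least 10% of the positive control, reached in at least 60% of replicates, without over 20% cell loss; inconclusive means no rule given, readout overlaps actives, possibly toxicity-flagged; inactive means the rest, including those meeting only one limit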;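 further: in these data hits start at about 27%; measured in HUVEC primary endothelial cells; signal is the percent of cells scored E-selectin positive by PE staining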
Target sequence (P16581 whole entry, looked up): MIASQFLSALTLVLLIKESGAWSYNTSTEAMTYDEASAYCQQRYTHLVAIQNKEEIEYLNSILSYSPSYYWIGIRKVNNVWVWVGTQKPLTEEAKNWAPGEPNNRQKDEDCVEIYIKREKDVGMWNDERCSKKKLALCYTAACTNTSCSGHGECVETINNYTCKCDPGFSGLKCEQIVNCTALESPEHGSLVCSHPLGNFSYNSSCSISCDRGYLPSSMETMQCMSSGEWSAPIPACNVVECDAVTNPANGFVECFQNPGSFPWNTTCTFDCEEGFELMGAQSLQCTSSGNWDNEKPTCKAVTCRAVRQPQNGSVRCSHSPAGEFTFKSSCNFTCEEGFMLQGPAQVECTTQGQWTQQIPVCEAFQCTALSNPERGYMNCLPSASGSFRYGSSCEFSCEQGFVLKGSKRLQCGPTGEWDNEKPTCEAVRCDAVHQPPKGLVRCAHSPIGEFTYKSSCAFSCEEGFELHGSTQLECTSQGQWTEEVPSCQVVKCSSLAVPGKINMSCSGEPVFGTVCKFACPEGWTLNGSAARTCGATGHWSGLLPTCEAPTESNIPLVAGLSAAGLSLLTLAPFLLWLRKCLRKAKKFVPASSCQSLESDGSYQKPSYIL
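Material: HUVEC primary endothelial cells; Amount: 3,000 cells per well; Dosing: single concentration; Medium: EGM-2 growth medium on 0.1% gelatin-coated wells; Read-out basis: percent E-selectin-positive cells; Signal: immunofluorescence imaging; Control set: TNF-alpha, DMSO.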
SIRT5 block: inhibitors of human sirtuin-5 desuccinylase; Q9NXA8; Purified SirT5, succinyl-peptide AMC, trypsin-coupled fluorescence; inhibition, % at 15 µM; 1.1% of 330,000 active; in the data active means inhibition above about 15%; inconclusive means no clear call, values can overlap the other calls
Target sequence (Q9NXA8 whole entry, looked up): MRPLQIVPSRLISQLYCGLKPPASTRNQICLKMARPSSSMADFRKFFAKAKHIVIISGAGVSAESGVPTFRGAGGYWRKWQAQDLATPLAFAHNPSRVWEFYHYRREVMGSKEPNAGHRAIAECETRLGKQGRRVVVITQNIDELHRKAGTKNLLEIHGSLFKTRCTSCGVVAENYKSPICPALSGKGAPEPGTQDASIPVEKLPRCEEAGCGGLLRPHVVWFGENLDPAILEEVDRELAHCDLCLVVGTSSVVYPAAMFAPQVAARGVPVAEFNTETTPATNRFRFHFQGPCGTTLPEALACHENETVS
The depositor's hits bear a star; ? = inconclusive; nt = not tested or not shown; & = joins results of further samples. These rows are one share of the data. The share of hits here may be higher or lower than overall.

mol,ERp5 block,C2C12 statin,PglD DTNB,S100A4 MyoIIA,DENV2 CPE,E-sel inducer,SIRT5 block
O=C(NNC(=O)c1ccccc1[N+](=O)[O-])c1ccc(NC(=O)c2ccccc2)cc1,-5,5,4,-1,-13,-0.1,0
CC1CN(S(=O)(=O)c2cc(C(=O)N(C)Cc3cccs3)ccc2Cl)CC(C)O1 (stereo not given),1,-2,-8,-2,2,nt,-1
O=C(CC(NCc1ccccn1)C(=O)O)Nc1ccccc1Cl (stereo not given),6,-4,7,0,-1,2.1,5
Cc1sc2ncnc(SCC(=O)N3CCN(C(=O)c4ccco4)CC3)c2c1C,-4,4,-1,-2,-1,nt,1
CC(=O)N/N=C/c1ccccc1OCCOc1cccc(C)c1,2,-13,-2,-5,2,0.1,-2
C[C@H](CO)N1C[C@H](C)[C@H](CN(C)S(=O)(=O)c2ccc(Cl)cc2)Oc2ccc(NC(=O)C3CCCCC3)cc2C1=O,3,-19,-1,-27,2,nt,7
C[C@@H]1CCCCO[C@@H](CN(C)C(=O)c2ccncc2)[C@@H](C)CN([C@H](C)CO)C(=O)c2cc(NS(=O)(=O)c3ccccc3)ccc2O1,1,nt,6,1,-4,0.0,1
CCCN(C)C[C@@H]1OCCCC[C@@H](C)Oc2ccc(NC(=O)c3ccccc3)cc2C(=O)N([C@H](C)CO)C[C@@H]1C,7&-5&-2,8&-6,0&0&0,-22&1&5,-13&2&-5,0.0&0.0&0.0,-5&-4&-7
OC[C@H]1[C@H](c2ccc(-c3cccc(F)c3)cc2)[C@@H]2CN(Cc3cncnc3)CCCCN12,-1,4,11,0,59*,0.1,0
Cc1ccccc1-c1nc(S(=O)(=O)c2ccccc2)c(N2CCCC2)o1,-4,1,-5,2,2,nt,1
Cc1cc(Cl)c(O)c(-n2nc3ccccc3n2)c1,5,-1,nt,1,-1,3.2,-8
COc1ccc2oc(C(=O)OCC(=O)Nc3ccc(C(=O)N(C)C)cc3)c(C)c2c1,8,-2,2,-1,4,-0.1,0
O=C(Oc1ccc(C(=S)N2CCOCC2)cc1)c1cc([N+](=O)[O-])cc([N+](=O)[O-])c1,-1,2,7,1,-1,-0.1,1
CNC[C@@H]1OCCCC[C@H](C)Oc2ccc(NC(=O)CCC(F)(F)F)cc2C(=O)N([C@H](C)CO)C[C@H]1C,-1,19,-1,-7,10,-0.1,-2
COc1ccccc1/C=C/C=N/NC(=O)c1ccco1,4,nt,-2,-21,-4,3.7,-2
O=C(N[C@@H]1CC[C@@H](CCNC(=O)C2CCCC2)O[C@@H]1CO)c1ccccn1,2,-4,1,0,-8,-0.1,2
O=C(O)C1(O)C[C@H](O)C(O)[C@@H](O)C1 (stereo not given in full),-3,8,-6,0,8,-0.3,-1
COc1ccc(NC(=O)CN2C(=O)COc3ccc(S(=O)(=O)N4CCCCC4)cc32)cc1OC,-1,34,0,0,-6,nt,0
C[C@@H]1CN([C@H](C)CO)S(=O)(=O)c2ccc(C3=CCCCC3)cc2O[C@@H]1CN(C)Cc1cccnc1,1,-39,-1,-1,-9,0.3,3
Cc1nc(N2CCN(C(=O)c3ccco3)CC2)c(C#N)c2c1CCCC2,0,-1,3,-1,-2,0.3,0
CC(=O)N1c2ccccc2C2CCCC[C@@H]21 (stereo not given in full),1,0,3,0,-9,0.7,nt
O=C(Nc1ccc(F)cc1)N[C@@H]1C=C[C@H](CC(=O)N2CCCCC2)O[C@H]1CO,-2,4,0,4,-4,0.0,0
CNC[C@@H]1Oc2cc(C#Cc3ccncc3)ccc2S(=O)(=O)N([C@@H](C)CO)C[C@@H]1C,1,1,0,-7,nt,-0.3,3
Fc1ccc(CN2C3=NCCCN3c3ccccc32)cc1,8,nt,nt,3,-1,-0.1,-5
Cc1ccc(N(CC(=O)NC(C)C)C(=O)CCC(=O)Nc2nccs2)c(C)c1,-4,-2,0,-2,0,-0.1,0
C[C@H]1CCCCO[C@@H](CN(C)Cc2ccccc2)[C@@H](C)CN([C@@H](C)CO)C(=O)c2cc(NS(=O)(=O)c3ccc(Cl)cc3)ccc2O1,2,nt,3,-4,-20,nt,6
Cn1c(=O)c2c(-c3ccccc3)n(-c3cccc(Br)c3)cc2n(C)c1=O,3,8,5,0,-1,nt,1
Cc1cc2nc(CCN(C(=S)NCC3CCCO3)C3CCCC3)[nH]c2cc1C (stereo not given),5,nt,nt,2,-6,nt,-1
O=c1[nH]c(CSc2nnc(Nc3ccccc3)s2)nc2ccccc12,1,-24,-4,6,2,-0.3,-6
COc1cc2c(cc1NC(=O)/C=C/c1ccccc1)oc1ccccc12,3,-10,nt,2,4,nt,-7

Rewritten field by field: entries from further up
COc1ccc(NC(=O)CN2C(=O)COc3ccc(S(=O)(=O)N4CCCCC4)cc32)cc1OC
  ERp5 block = -1
  C2C12 statin = 34
  PglD DTNB = 0
  S100A4 MyoIIA = 0
  DENV2 CPE = -6
  E-sel inducer = nt
  SIRT5 block = 0

C[C@@H]1CN([C@H](C)CO)S(=O)(=O)c2ccc(C3=CCCCC3)cc2O[C@@H]1CN(C)Cc1cccnc1
  ERp5 block = 1
  C2C12 statin = -39
  PglD DTNB = -1
  S100A4 MyoIIA = -1
  DENV2 CPE = -9
  E-sel inducer = 0.3
  SIRT5 block = 3

Remaining list, next part
mol,ERp5 block,C2C12 statin,PglD DTNB,S100A4 MyoIIA,DENV2 CPE,E-sel inducer,SIRT5 block
Cc1ccc(C(=O)NCC(=O)OCCOc2cccc(Cl)c2)cc1,8,nt,nt,?,-13,nt,-1
CCOc1ccccc1NC(=S)NCCc1ccccc1,2,nt,nt,2,1,nt,4
COC(=O)Nc1cc([N+](=O)[O-])ccc1OC,1,nt,nt,6,2,-0.5,2
COc1ccc(NC(=O)c2cccc(S(=O)(=O)N3CCN(c4ccccc4)CC3)c2)c(OC)c1,-12,3,-5,2,16,nt,0
Cc1ccccc1N1CCN(C2CCCN(C(=O)c3cn4cccc(C)c4n3)C2)CC1 (stereo not given),3,-4,-1,7,15,nt,-3
CCOC(=O)C1(CC/C(C)=N\NC(N)=O)CC(C)(C)OC1=O (stereo not given),-1,-5,-2,-1,-6,-1.0,-1
C[C@@H]1CN([C@H](C)CO)C(=O)Cc2cc(NC(=O)CCCCCC(=O)Nc3ccccc3N)ccc2O[C@@H]1CN(C)Cc1ccc(C(F)(F)F)cc1,-4,-16,-3,-14,81*,0.1,nt
O=C(NC1CCCN(CCc2ccccc2)C1)c1c[nH]c2ccccc12 (stereo not given),1,4,4,-7,2,-0.1,-2
c1ccc(-c2ccc(-c3ccccc3)[nH]2)cc1,5,-1,-5,0,6,-0.2,-4
C[C@H]1CN([C@@H](C)CO)C(=O)Cc2cc(NC(=O)Nc3cccc4ccccc34)ccc2O[C@@H]1CN(C)C(=O)Nc1ccc2c(c1)OCO2,-3,0,3,-2,0,0.1,6

More structures:
The line under a structure holds: ERp5 block | C2C12 statin | PglD DTNB | S100A4 MyoIIA | DENV2 CPE | E-sel inducer | SIRT5 block
CCOc1ccccc1NC(=O)Cn1nnc(C(=O)NCc2ccc3c(c2)OCO3)c1N
 : nt | 4 | -2 | -14 | -7 | nt | -2
COCCCN(Cc1cccs1)S(=O)(=O)c1csc(C(N)=O)c1
 : 0 | 3 | -1 | 17 | -7 | nt | -4
Cc1noc(C)c1S(=O)(=O)Nc1ccc2c(c1)C(=O)N([C@@H](C)CO)C[C@H](C)[C@@H](CN(C)S(C)(=O)=O)O2
 : -6 | nt | -9 | -6 | ? | 15 | 1
COc1ccc(CN(C)C[C@@H]2Oc3ccc(NC(=O)Nc4ccc(OC)cc4)cc3CC(=O)N([C@@H](C)CO)C[C@H]2C)cc1
 : 3 | 34 | -2 | 4 | -7 | 0.3 | 14
CCOc1cc(S(=O)(=O)NCc2ccncc2)ccc1Cl
 : 3 | nt | nt | 6 | nt | nt | -1
COc1ccc(S(=O)(=O)N(C)C[C@H]2OCCCC[C@@H](C)Oc3ccc(NC(=O)Nc4ccc(F)cc4)cc3C(=O)N([C@H](C)CO)C[C@H]2C)cc1
 : 0 | -53 | 2 | 3 | -5 | 0.3 | 16*
COc1ccc(C2(C)NC(=O)N(CC(=O)Nc3ccc(S(=O)(=O)N4CCCC4)cc3)C2=O)cc1 (stereo not given)
 : -2 | nt | nt | -5 | -5 | 4.6 | -4
CCOC(=O)C1C(c2ccc(Cl)cc2)NC(=S)NC1(O)C(F)(F)F (stereo not given)
 : -3 | nt | nt | 1 | 3 | 1.4 | -3
Cn1cc(CN2CCC(C(=O)NC(c3ccc(-c4ccccc4)cc3)c3cnccn3)CC2)c2ccccc21 (stereo not given)
 : -2 | -31 | 1 | -1 | ? | 1.2 | nt
Cc1ccc(CNC(=O)C2CCCN2C(=O)Nc2ccccc2)cc1 (stereo not given)
 : -3 | 1 | -2 | -3 | 7 | -0.3 | -6
O=C(C1CCCC1)N1CC(=O)N2[C@H](CO)[C@H](c3ccc(Br)cc3)[C@H]2C1
 : -6 | nt | nt | -7 | 7 | 0.0 | -2
Cc1ccc(CNC(=O)COC(=O)c2ccc(S(=O)(=O)N3CCOCC3)cc2)cc1
 : -1 | 0 | 1 | -5 | 3 | -0.1 | -1
C[C@@H]1CN([C@@H](C)CO)C(=O)c2cc(NS(=O)(=O)c3cccs3)ccc2O[C@H]1CN(C)S(=O)(=O)c1ccc(Cl)cc1
 : 4 | ? | 0 | 0 | 5 | 0.0 | 1
C[C@H]1C=C(C(=O)N2CCN(Cc3ccc4c(c3)OCO4)CC2)O[C@@H](OCCCCO)C1
 : 1 | nt | 0 | 1 | -2 | nt | -2
COc1ccc(-c2ccc3c(c2)O[C@H](CN(C)Cc2cccnc2)[C@H](C)CN([C@H](C)CO)S3(=O)=O)cc1
 : -2 | -9 | 3 | 1 | -2 | 0.3 | 1

A few values from the results shown:
Value of C[C@H]1C=C(C(=O)N2CCN(Cc3ccc4c(c3)OCO4)CC2)O[C@@H](OCCCCO)C1 in SIRT5 block: -2
Value of Cc1noc(C)c1S(=O)(=O)Nc1ccc2c(c1)C(=O)N([C@@H](C)CO)C[C@H](C)[C@@H](CN(C)S(C)(=O)=O)O2 in S100A4 MyoIIA: -6
Value of C[C@@H]1CN([C@@H](C)CO)C(=O)c2cc(NS(=O)(=O)c3cccs3)ccc2O[C@H]1CN(C)S(=O)(=O)c1ccc(Cl)cc1 in SIRT5 block: 1
Value of CCOc1cc(S(=O)(=O)NCc2ccncc2)ccc1Cl in SIRT5 block: -1

Going on with the list:
The line under a structure holds: ERp5 block | C2C12 statin | PglD DTNB | S100A4 MyoIIA | DENV2 CPE | E-sel inducer | SIRT5 block
COc1cccc(NC(=S)N(CCN(C)C)C(C)c2cccnc2)c1 (stereo not given)
 : -10 | 10 | -2 | 1 | -8 | -0.1 | -3
COc1cccc(C(=O)NCCCn2ccnc2)c1
 : 1 | nt | nt | -2 | 0 | -0.3 | 2
COCCCN1C(=O)C(CC(=O)NCCN2CCOCC2)CC(C(=O)N2CCCCCC2)=C1C (stereo not given)
 : -1 | nt | nt | 7 | 2 | 0.1 | nt
CN(C)c1ccc(/C=C/c2nc3ccccc3c(=O)n2CCO)cc1
 : 1 | -6 | -7 | 2 | -7 | 1.5 | 4
CC(=O)N/C(=C\c1ccccc1)C(=O)OCC(=O)Nc1cc(S(=O)(=O)N(C)C)ccc1Cl
 : 3 | nt | nt | -4 | 2 | -0.2 | -7
CN(C)c1ccc(NC(=O)CN2CCC(C(=O)c3ccc(F)cc3)CC2)cc1
 : -4 | nt | 0 | -4 | -5 | nt | -2
CS(=O)(=O)N1[C@@H](C#N)[C@H](c2ccc(C#CC3CC3)cc2)[C@@H]1CO
 : 0 | 9 | 0 | 31 | -9 | 1.1 | 3
CCNC[C@@H]1[C@H](c2ccc(C3=CCCC3)cc2)[C@H](CO)N1c1nc(C)c(C)s1
 : -2 | -4 | 0 | -9 | -12 | 0.2 | 4
